phage Ecoli inh: E. coli growth loss with phage present; growth absorbance; inhibition, % at 11.9 µM; hit rate 0.26% among 360,000; AID 651602; in the data active means inhibition above about 11%
E coli growth: reduces bacterial viability in AddAB counter-screen; E. coli V3065 growth, OD600 absorbance, 18 h; hit rate 0.27% among 330,000; inhibition, % at 11.9 µM;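 active means inhibition above the campaign's mean inhibition across all tested compounds plus 3 SD, cut at about 9.9% in these data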;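 further: uninfected addAB+ strain grown without phage in ampicillin broth; 0% = DMSO wells and 100% = ciprofloxacin 0.95 µg/ml wells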
Tat transport: blocks Tat-dependent protein export in E. coli | hit rate 0.036% among 340,000 | inhibition, % at 10 µM | E. coli MC4100 TorA-mCherry Tat export, fluorescence;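 active means mean replicate inhibition at least 50% and at least half of replicates individually reaching 50%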;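 further: exported cargo escapes ClpAP degradation while cytoplasmic cargo is degraded and loses fluorescence; 0% = median of neutral control wells and 100% = median of NaSCN control wells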
MITF act: MITF TRPM1 promoter activation in melanoma cells; SK-MEL-5 TRPM1-promoter luciferase, 24 h; % of positive control, neutral wells = 0; activation, % at 12.5 µM; hit rate 0.75% among 300,000; AID 588334;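 active means mean activation of at least 80% with every replicate also reaching 80%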;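 further: 0% = neutral control wells and 100% = parthenolide positive control wells; values of inactives mirror those of a sister screen read the other way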
Wnt act: Wnt/beta-catenin pathway activation; activation, % at 9.35 µM; hit rate 1.2% among 300,000; Wnt/beta-catenin reporter cell assay, activator, plate reader; in the data active means activation above about 30%, passing the limit was not always enough;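 further: 0% = neutral control wells and 100% = positive control wells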
CAL PDZ FP-1: blocks peptide binding to human CAL PDZ domain | Q9HD26 | purified CAL PDZ, TMR-peptide fluorescence polarization, 1 h | inhibition, % at 20 µM | AID 504414 | hit rate 0.02% among 330,000;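 active means highest replicate inhibition of at least 40%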;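 further: plate controls were DMSO neutral control wells for no effect and unlabeled competitor peptide control wells for full effect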
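Control set: unlabelled peptide and DMSO controls / Material: purified CerCALP PDZ construct / Timing: 1 h incubation at room temperature before polarization reading / Doses: 20 µM, one dose / Detection: fluorescence polarization (mP)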
AddAB inh: less growth of phage-infected E. coli with AddAB; E. coli expressing H. pylori AddAB, absorbance growth; inhibition, % at 11.9 µM; hit rate 0.29% among 330,000; in the data active means inhibition above about 12%;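 further: 0% = vehicle wells of infected cells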
CAL PDZ FP-2: inhibitors of human CAL PDZ peptide binding; AID 602252; inhibition, % at 24.9 µM; purified CAL PDZ, TMR-peptide fluorescence polarization, 1 h; hit rate 0.92% among 300,000;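 active means mean inhibition of at least 30% with at least half of replicates also reaching 30%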;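 further: 0% = DMSO neutral control and 100% = excess unlabeled competitor peptide PRC23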
SR-BI DiI-HDL act: SR-BI HDL lipid transfer activation; CHO ldlA[mSR-BI] cells, DiI-HDL uptake fluorescence, 3 h; 100 = double the neutral-control signal; activation, % at 12.5 µM; hit rate 0.096% among 320,000; AID 504775;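 active means mean replicate activation of at least 60% and every replicate at or above 60%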;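 further: 0% = median plate neutral-control signal and 100% = twice that signal; values of inactives mirror those of a sister screen read the other way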
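Material: SR-BI-overexpressing, LDLR-lacking CHO cells; schedule: compound exposure 3 h, 37 °C; reagent: DiI-labelled HDL at 10 µg/mL final; technique: bottom-read fluorescence, 550/595 nm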
SR-BI HDL uptake: blocks mouse SR-BI lipid uptake from DiI-HDL; Q61009; ldlA[mSR-BI] CHO cells, DiI-HDL uptake fluorescence, 3 h; inhibition, % at 12.5 µM; AID 488896; hit rate 0.96% among 320,000;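 active means mean replicate inhibition of at least 70% and a set share of replicates each scoring 70 or more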;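 further: 0% = median of neutral control wells and 100% = median of positive control wells; values of inactives mirror those of a sister screen read the other way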
Target sequence (Q61009 whole entry, looked up): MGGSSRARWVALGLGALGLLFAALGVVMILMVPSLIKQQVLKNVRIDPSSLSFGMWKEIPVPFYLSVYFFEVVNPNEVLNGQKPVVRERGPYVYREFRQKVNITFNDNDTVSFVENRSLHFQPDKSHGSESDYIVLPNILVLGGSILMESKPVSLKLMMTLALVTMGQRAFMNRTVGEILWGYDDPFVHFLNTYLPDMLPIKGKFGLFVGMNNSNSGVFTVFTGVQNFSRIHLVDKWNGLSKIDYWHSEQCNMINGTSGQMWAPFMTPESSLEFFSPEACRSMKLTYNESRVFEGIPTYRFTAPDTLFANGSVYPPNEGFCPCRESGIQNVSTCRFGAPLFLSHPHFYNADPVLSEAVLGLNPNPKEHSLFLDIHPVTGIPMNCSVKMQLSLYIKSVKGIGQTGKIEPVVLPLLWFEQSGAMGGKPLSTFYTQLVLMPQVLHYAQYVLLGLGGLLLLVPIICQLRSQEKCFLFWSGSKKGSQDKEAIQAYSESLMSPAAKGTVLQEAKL
* = called active by the depositor; . = not tested or not shown.

1. O=C(NC(=S)NCCc1ccc(Cl)cc1)c1ccco1
2. COc1ccc(C(=O)Nc2ccc(C(=O)OCC(=O)c3cccc4ccccc34)cc2)cc1
3. CCOC(=O)c1c(OCCO)nn(-c2ccc(Cl)cc2)c1N
4. CCNC(=O)NC(=O)CSc1ccc2ccccc2c1
5. CCOC(=O)CCc1c(C)nc2c(c(C)nn2-c2ccc(C)cc2)c1C
6. Cc1ccc(S(=O)(=O)N2CCOCC2)cc1C(=O)OCC(=O)N1CCCCC1
7. CCOc1cc(C(=O)N/N=C/c2cn(-c3ccccc3)nc2-c2cc3ccccc3o2)cc(OCC)c1OCC
8. Cc1ccc(S(=O)(=O)NC(C)C(=O)Nc2cccc([N+](=O)[O-])c2)cc1 (stereo not drawn)

assay / entry | 1 | 2 | 3 | 4 | 5 | 6 | 7 | 8
phage Ecoli inh | 4.2 | 0.4 | 3.4 | 3.6 | 2.8 | -0.4 | 1.5 | 2.9
E coli growth | -0.3 | -1.0 | -0.9 | -0.2 | 1.1 | 0.1 | . | 0.0
Tat transport | -4.3 | -1.4 | -7.8 | 1.5 | -2.8 | 8.8 | -0.5 | -1.5
MITF act | -11.2 | -7.2 | -13.2 | 5.8 | -2.1 | 3.5 | 61.9 | -43.6
Wnt act | -0.4 | 3.9 | -2.1 | -0.2 | -1.8 | -1.8 | 23.7 | -1.5
CAL PDZ FP-1 | -2.1 | 1.0 | . | -0.7 | -0.6 | -1.8 | -1.0 | -1.1
AddAB inh | 5.2 | -0.1 | 1.7 | 3.6 | 1.4 | 1.2 | . | 1.9
CAL PDZ FP-2 | -1.3 | 2.7 | -3.3 | 2.4 | 4.8 | -6.4 | 4.4 | 0.1
SR-BI DiI-HDL act | 18.8 | -52.9 | 9.6 | 11.8 | -28.4 | -47.3 | . | -17.4
SR-BI HDL uptake | -18.8 | 52.9 | -9.6 | -11.8 | 28.4 | 47.3 | . | 17.4

9. O=C(O)c1c(Cl)c(Cl)c(Cl)c(Cl)c1C(=O)N1CCCC1
10. CCc1nc(C)cn1S(=O)(=O)c1ccc([N+](=O)[O-])cc1
11. NS(=O)(=O)c1ccc(CCNC(=O)CSc2nc3ccsc3c(=O)n2CC(=O)O)cc1
12. O=C(COC(=O)c1cccc(NS(=O)(=O)/C=C/c2ccccc2)c1)Nc1ccccc1OC(F)F
13. COc1ccc(COc2cc(-c3cccc(OC)c3)nc3ccc(NC(=O)c4cccnc4)cc23)cc1
14. CCOC(=O)C1=C(CN2CCN(C(=O)c3ccco3)CC2)NC(=O)NC1c1ccc(OC)cc1 (stereo not drawn)
15. COC(=O)CSc1nnc(NC(=O)c2ccc3c(c2)OCO3)s1
16. Cn1c(CCNC(=O)c2ccccc2)nc2cc(NC(=O)C3CCCCC3)ccc21

assay / entry | 9 | 10 | 11 | 12 | 13 | 14 | 15 | 16
phage Ecoli inh | 0.8 | 1.4 | 3.8 | 5.0 | 3.0 | 3.0 | 0.6 | 3.7
E coli growth | 3.0 | 1.9 | 1.6 | -1.4 | -3.0 | -0.3 | -1.2 | -2.0
Tat transport | 4.7 | 3.0 | 1.3 | -0.5 | -1.2 | 6.5 | -2.2 | 1.5
MITF act | . | 2.0 | -0.5 | 1.2 | -4.6 | -8.0 | -2.3 | -6.9
Wnt act | -5.2 | -2.0 | 1.5 | . | -0.3 | -3.8 | 7.2 | .
CAL PDZ FP-1 | -2.3 | 1.2 | 0.8 | -0.6 | -3.3 | -0.3 | -1.4 | -2.3
AddAB inh | 2.1 | 5.2 | 7.1 | 0.5 | 4.2 | 3.9 | 0.9 | -1.2
CAL PDZ FP-2 | -0.2 | -3.1 | -4.1 | -1.9 | -1.6 | 3.7 | 0.0 | .
SR-BI DiI-HDL act | -0.3 | 15.0 | 17.6 | -8.4 | -45.0 | -50.4 | 16.9 | 4.1
SR-BI HDL uptake | 0.3 | -15.0 | -17.6 | 8.4 | 45.0 | 50.4 | -16.9 | -4.1

17. COC(=O)[C@]1(Cc2ccccc2)N[C@H](CN(C)C(=O)Nc2ccccc2)[C@@H]2C(=O)N(Cc3ccccc3)C(=O)[C@@H]21
18. O=S(=O)(NNc1cccc(Cl)n1)c1ccc(Cl)cc1
19. COc1ccccc1NCC(=O)N/N=C/c1c(O)ccc2ccccc12
20. O=C(c1ccccc1Cl)N1N=C(c2ccc(Br)cc2)CC1c1nc2ccccc2[nH]1 (stereo not drawn)
21. CN(CCc1cnn(C)c1)Cc1cn(C)nc1-c1ccccc1F
22. Cc1cccc(N(CC(=O)N2CCCCCC2)S(C)(=O)=O)c1
23. COc1ccc(Nc2nc(Nc3ccc(OC)cc3)nc(SC3=NCCS3)n2)cc1
24. CC(C)CN(C(=O)COC(=O)CN1C(=O)c2ccccc2C1=O)c1c(N)n(Cc2ccccc2)c(=O)[nH]c1=O
25. N#C/C(=C\c1ccc(O)c(O)c1)S(=O)(=O)c1ccccc1
26. CCC(=O)OC1(C)C(=O)C=C2C=C(C3CC3)OC=C2C1=O (stereo not drawn)
27. O=C(NCCC1=CCCCC1)C1CCC(=O)N(Cc2ccc(Cl)cc2)C1 (stereo not drawn)

assay / entry | 17 | 18 | 19 | 20 | 21 | 22 | 23 | 24 | 25 | 26 | 27
phage Ecoli inh | -3.0 | 3.4 | -0.3 | -0.5 | 4.6 | 2.6 | 4.0 | 3.5 | -1.0 | -0.5 | 2.3
E coli growth | -3.9 | . | 3.4 | -0.6 | 1.4 | -3.5 | -1.1 | 1.0 | -3.4 | -2.2 | -0.8
Tat transport | -1.5 | -3.9 | -3.5 | -10.3 | 1.9 | 7.7 | 9.5 | 1.4 | 14.3 | -3.4 | 8.3
MITF act | -3.5 | -1.3 | -29.9 | 3.5 | -8.0 | . | 0.0 | 5.5 | 0.5 | -12.8 | 2.3
Wnt act | -1.0 | 1.7 | 1.1 | 19.9 | -1.8 | -0.8 | -7.9 | -1.7 | 12.3 | -0.6 | -3.0
CAL PDZ FP-1 | -5.5 | -1.5 | . | -2.2 | -1.0 | 0.4 | -0.3 | -3.1 | -0.2 | -7.0 | -4.6
AddAB inh | 1.5 | . | 3.6 | 0.7 | 1.7 | -0.7 | 0.5 | 0.8 | -1.6 | 1.6 | -0.4
CAL PDZ FP-2 | 1.1 | -4.1 | 0.9 | -2.5 | 3.2 | -3.4 | -5.1 | 2.8 | -4.1 | 1.4 | 1.0
SR-BI DiI-HDL act | 9.5 | . | -32.5 | -0.6 | 7.7 | -3.9 | -35.3 | -2.6 | 2.4 | 35.1 | 17.8
SR-BI HDL uptake | -9.5 | -5.7 | 32.5 | 0.6 | -7.7 | 3.9 | 35.3 | 2.6 | -2.4 | -35.1 | -17.8

A draw from above in order of number of heavy atoms, smallest number first.
18. O=S(=O)(NNc1cccc(Cl)n1)c1ccc(Cl)cc1
25. N#C/C(=C\c1ccc(O)c(O)c1)S(=O)(=O)c1ccccc1
22. Cc1cccc(N(CC(=O)N2CCCCCC2)S(C)(=O)=O)c1
21. CN(CCc1cnn(C)c1)Cc1cn(C)nc1-c1ccccc1F
27. O=C(NCCC1=CCCCC1)C1CCC(=O)N(Cc2ccc(Cl)cc2)C1 (stereo not drawn)
20. O=C(c1ccccc1Cl)N1N=C(c2ccc(Br)cc2)CC1c1nc2ccccc2[nH]1 (stereo not drawn)
24. CC(C)CN(C(=O)COC(=O)CN1C(=O)c2ccccc2C1=O)c1c(N)n(Cc2ccccc2)c(=O)[nH]c1=O
17. COC(=O)[C@]1(Cc2ccccc2)N[C@H](CN(C)C(=O)Nc2ccccc2)[C@@H]2C(=O)N(Cc3ccccc3)C(=O)[C@@H]21

assay / entry | 18 | 25 | 22 | 21 | 27 | 20 | 24 | 17
phage Ecoli inh | 3.4 | -1.0 | 2.6 | 4.6 | 2.3 | -0.5 | 3.5 | -3.0
E coli growth | . | -3.4 | -3.5 | 1.4 | -0.8 | -0.6 | 1.0 | -3.9
Tat transport | -3.9 | 14.3 | 7.7 | 1.9 | 8.3 | -10.3 | 1.4 | -1.5
MITF act | -1.3 | 0.5 | . | -8.0 | 2.3 | 3.5 | 5.5 | -3.5
Wnt act | 1.7 | 12.3 | -0.8 | -1.8 | -3.0 | 19.9 | -1.7 | -1.0
CAL PDZ FP-1 | -1.5 | -0.2 | 0.4 | -1.0 | -4.6 | -2.2 | -3.1 | -5.5
AddAB inh | . | -1.6 | -0.7 | 1.7 | -0.4 | 0.7 | 0.8 | 1.5
CAL PDZ FP-2 | -4.1 | -4.1 | -3.4 | 3.2 | 1.0 | -2.5 | 2.8 | 1.1
SR-BI DiI-HDL act | . | 2.4 | -3.9 | 7.7 | 17.8 | -0.6 | -2.6 | 9.5
SR-BI HDL uptake | -5.7 | -2.4 | 3.9 | -7.7 | -17.8 | 0.6 | 2.6 | -9.5
